# Gli-Sufu block: blocks Gli-Sufu signaling in a luciferase reporter; Sufu-KO-LIGHT fibroblasts, Gli luciferase reporter luminescence; inhibition, % at 5 µM; 340,000 tested, 0.74% active;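 active means inhibition above about 55%, limit read from the data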;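 further: 0% = DMSO-treated cells and 100% = wells with medium but no cells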
# CXCR6 block: CXCR6 (human) receptor inhibition; inhibition, % at 20 µM; CHO-K1 PathHunter CXCR6 beta-arrestin, luminescence; 360,000 tested, 0.36% active; in the data active means inhibition above about 34%, passing the limit was not always enough;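 further: antagonist mode with CXCL16 agonist at 10 nM final; 0% = 10 nM CXCL16 with DMSO and 100% = unstimulated wells without agonist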
# APJ ag: APJ receptor agonism; P35414; CHO-K1 APJ PathHunter beta-arrestin, luminescence; 0% DMSO wells, 100% apelin; activation, % at 20 µM; 330,000 tested, 0.11% active; AID 2520;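 active means activation more than six SD over the plate average, tested at 20 µM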;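 further: 0% = DMSO alone and 100% = apelin-13 at 10 nM; some results filed as inactive read as strong as hits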
#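 Assay system: CHO-K1 cells stably expressing ProLink-tagged human APJ and arrestin–beta-gal acceptor. Compound dosing: 20 µM single point, 1% DMSO. Times: 16-18 h seeding, 90 min dark compound exposure, 60 min detection. Detection: beta-gal luminescence. Evaluation: APJ–arrestin association signal. Controls: negative DMSO alone, positive Apelin-13 at 10 nM.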
# ATG4B inh: inhibitors of human ATG4B cysteine protease; Q9Y4P1; ATG4B cleavage of LC3-PLA2, NBD-HPC fluorescence, 1 h; inhibition, % at 8.33 µM; 340,000 tested, 0.51% active; in the data active means inhibition above about 40%
# APJ antagonist: blocks the human apelin receptor APJ | AID 2521 | CHO-K1 APJ beta-arrestin complementation, luminescence | P35414 | 330,000 tested, 0.32% active | inhibition, % at 20 µM;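 active means inhibition above about 40% at 20 µM, limit read from the data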;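 further: cells challenged with 10 nM apelin-13 agonist together with compound; plate controls were apelin-13 plus DMSO wells for no effect and DMSO wells lacking apelin-13 for full effect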
# UBC13 polyUb: human UBC13 polyubiquitination inhibition | P61088 | UBC13 polyubiquitin chain formation, TR-FRET | inhibition, % at 20 µM | 330,000 tested, 0.47% active | AID 485273; in the data active means inhibition above about 45%, passing the limit was not always enough
# EBI2 block: antagonists of human EBI2 receptor; P32249; EBI2 beta-arrestin recruitment, luminescence, 7a,25-OHC stimulated; inhibition, % at 5 µM; 360,000 tested, 0.81% active; in the data active means inhibition above about 38%;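 further: enzyme fragment complementation signal reports receptor beta-arrestin coupling in cells; 0% = agonist plus DMSO wells and 100% = wells without agonist; some results beyond the cut were filed as inactive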
# CCR6 antag: blocks CCL20-driven beta-arrestin recruitment at human CCR6; P51684; CHO-K1 CCR6 PathHunter beta-arrestin, luminescence, CCL20-stimulated; inhibition, % at 20 µM; 340,000 tested, 0.49% active; AID 493098;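 active means compounds whose inhibition of the agonist-driven luminescence signal at 20 µM reaches about 50%, limit read from the data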;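 further: cells stimulated with CCL20 at 14 nM final; plate controls were DMSO with CCL20 for no effect and DMSO without agonist for full effect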
# * hit, by the source's call.
SMILES,Gli-Sufu block,CXCR6 block,APJ ag,ATG4B inh,APJ antagonist,UBC13 polyUb,EBI2 block,CCR6 antag
CCOc1ccc(-c2nnn(CC(=O)N3CCN(c4ccc(F)cc4)CC3)n2)cc1OCC,3,0,-1,5,4,-14,10,10
O=C(Nc1cccc(S(=O)(=O)NC2=NCCCCC2)c1)c1ccc(Cl)cc1,25,-19,1,-11,-5,-2,3,15
Cc1ccnc(-n2c(C)cc(/C=N/NC(=O)COc3cccc4cccnc34)c2C)c1,3,-8,0,-9,18,-10,7,-2
CCN(CC)CC(C)OC(=O)c1cc(OC)c(OC)c(OC)c1 (stereo unspecified),-3,0,-2,3,6,2,6,2
O=C(COc1ccccc1)NCC(c1ccco1)N1CCCCC1 (stereo unspecified),2,-3,-4,2,1,-2,-4,21
CCNC(=S)NC1CC2CCCC(C1)N2Cc1ccco1 (stereo unspecified),-5,9,3,-9,9,1,5,-6
COc1ccc(S(=O)(=O)n2c(C)nc3ccccc32)cc1C,2,-3,1,-6,13,3,-8,6
N#CC1(NC(=O)COC(=O)c2cccc(-n3cnnn3)c2)CCCCC1,-1,-4,1,-2,13,2,3,5
O=C(Nc1nnc(-c2ccco2)o1)c1ccc(S(=O)(=O)N2CCCC2)cc1,-8,8,-3,-5,-2,-28,3,7
Cc1ccc(N(Cc2cc(=O)[nH]c3ccccc23)C(=O)c2ccco2)cc1,5,10,-4,0,0,3,-3,7
CCOc1ncnc2c1[nH]c1ccccc12,3,-8,-2,4,-9,-1,-6,4
COc1ccc(C(=O)N2CCN(C(=O)c3cc(OC)c(OC)c(OC)c3)CC2)cc1,0,-11,-4,-8,-1,-4,1,-4
CCOC(=O)c1ccc(NC(=O)CSc2nc(C)cc(=O)[nH]2)cc1,0,0,7,1,5,-5,-13,8
Nn1c(SCc2cccc(C(F)(F)F)c2)nnc1-c1ccco1,3,-1,-3,-1,-1,-2,-7,0
O=C(Nc1ccccc1)OC1CCC2CC1CCC2OC(=O)Nc1ccccc1 (stereo unspecified),24,-7,1,3,-35,-12,23,-17
Cn1c(/C=N/Nc2nc3ccccc3[nH]2)nc2ccccc21,-64,0,-2,-8,12,-40,-1,-19
CCCNNC(=O)C(O)(c1cccc(C)c1)c1cccc(C)c1,15,-2,-2,-3,-2,8,-4,24
COc1cc(/C=C/C(=O)OCC(=O)NC(=O)NCc2ccccc2)ccc1OCC#N,-11,10,-3,-4,9,13,-3,2
CC(/C=C/C1[C@H](C)C[C@H](O[C@@H]2O[C@H](CO)[C@@H](O)[C@H](O)[C@H]2O)CC1(C)C)O[C@H]1O[C@H](CO)[C@@H](O)[C@H](O)[C@H]1O (stereo partly specified),1,7,-2,3,-4,-1,-4,10
CCCCNC(=O)CSc1nnc(-c2ccco2)n1C,-6,-3,-4,-3,2,5,-2,18
CCc1nn(C(CC)C(=O)NCCCc2ccccc2)c(=O)c2cc3occc3n12 (stereo unspecified),-32,5,-3,-3,4,-9,6,20
COc1ccccc1NC(=O)CSc1nccc(=O)[nH]1,-3,1,2,-3,-1,-12,-10,-4
Cc1ccc(C(=O)N/N=C/c2c[nH]c3ccccc23)o1,4,-6,-2,2,-7,-10,1,16
O=c1ccc(Cc2ccc(Cl)cc2)n[nH]1,-16,-1,-1,-2,5,-24,3,-4

# Reprinted from above, 17 compounds:
SMILES,Gli-Sufu block,CXCR6 block,APJ ag,ATG4B inh,APJ antagonist,UBC13 polyUb,EBI2 block,CCR6 antag
N#CC1(NC(=O)COC(=O)c2cccc(-n3cnnn3)c2)CCCCC1,-1,-4,1,-2,13,2,3,5
O=C(Nc1nnc(-c2ccco2)o1)c1ccc(S(=O)(=O)N2CCCC2)cc1,-8,8,-3,-5,-2,-28,3,7
Cc1ccc(N(Cc2cc(=O)[nH]c3ccccc23)C(=O)c2ccco2)cc1,5,10,-4,0,0,3,-3,7
CCOc1ncnc2c1[nH]c1ccccc12,3,-8,-2,4,-9,-1,-6,4
COc1ccc(C(=O)N2CCN(C(=O)c3cc(OC)c(OC)c(OC)c3)CC2)cc1,0,-11,-4,-8,-1,-4,1,-4
CCOC(=O)c1ccc(NC(=O)CSc2nc(C)cc(=O)[nH]2)cc1,0,0,7,1,5,-5,-13,8
Nn1c(SCc2cccc(C(F)(F)F)c2)nnc1-c1ccco1,3,-1,-3,-1,-1,-2,-7,0
O=C(Nc1ccccc1)OC1CCC2CC1CCC2OC(=O)Nc1ccccc1 (stereo unspecified),24,-7,1,3,-35,-12,23,-17
Cn1c(/C=N/Nc2nc3ccccc3[nH]2)nc2ccccc21,-64,0,-2,-8,12,-40,-1,-19
CCCNNC(=O)C(O)(c1cccc(C)c1)c1cccc(C)c1,15,-2,-2,-3,-2,8,-4,24
COc1cc(/C=C/C(=O)OCC(=O)NC(=O)NCc2ccccc2)ccc1OCC#N,-11,10,-3,-4,9,13,-3,2
CC(/C=C/C1[C@H](C)C[C@H](O[C@@H]2O[C@H](CO)[C@@H](O)[C@H](O)[C@H]2O)CC1(C)C)O[C@H]1O[C@H](CO)[C@@H](O)[C@H](O)[C@H]1O (stereo partly specified),1,7,-2,3,-4,-1,-4,10
CCCCNC(=O)CSc1nnc(-c2ccco2)n1C,-6,-3,-4,-3,2,5,-2,18
CCc1nn(C(CC)C(=O)NCCCc2ccccc2)c(=O)c2cc3occc3n12 (stereo unspecified),-32,5,-3,-3,4,-9,6,20
COc1ccccc1NC(=O)CSc1nccc(=O)[nH]1,-3,1,2,-3,-1,-12,-10,-4
Cc1ccc(C(=O)N/N=C/c2c[nH]c3ccccc23)o1,4,-6,-2,2,-7,-10,1,16
O=c1ccc(Cc2ccc(Cl)cc2)n[nH]1,-16,-1,-1,-2,5,-24,3,-4

# Next part.
SMILES,Gli-Sufu block,CXCR6 block,APJ ag,ATG4B inh,APJ antagonist,UBC13 polyUb,EBI2 block,CCR6 antag
CCCOc1ccc(/C=C/c2c([N+](=O)[O-])c(=O)n(C)c(=O)n2C)cc1,31,-3,-2,4,-13,2,13,13
CCCCNc1c(-c2ccc(OC)c(SC3CCCCC3)c2)nc2cnccn12,-1,-35,14,10,-18,13,15,-12
O=C(NCCCc1ccccc1)C1CCC(=O)N(CCc2ccc(Cl)cc2)C1 (stereo unspecified),16,8,2,-3,4,-2,64*,13
O=c1cc(CSc2nnc(-c3cccnc3)n2-c2ccccc2F)nc2sccn12,-4,0,-4,8,-6,5,-10,1
CC(C)(O[C@@H]1O[C@H](CO)[C@@H](O)[C@H](O)[C@H]1O)[C@@H]1CC=C(C(=O)O)CC1,-6,-3,-4,-2,-5,8,-9,7
CCOC(=O)C1=C(N)Oc2cc(O)ccc2C1c1ccccc1 (stereo unspecified),-2,7,-5,-6,-3,5,7,22
N#Cc1c(NC(=O)C2CCCO2)sc2c1CCCCC2 (stereo unspecified),-89,-2,-3,-10,8,12,2,-5
CC(C)(C)OC(=O)NN1CC(=O)N2[C@@H](Cc3c([nH]c4ccccc34)C2(C)C)C1=O,2,2,-1,1,-9,0,1,3
CC(C)c1ccc(NC2CCCN(C(=O)CCN3CCCCO3)C2)cc1 (stereo unspecified),0,-1,-5,36,1,-2,-5,5
CCOC(=O)/C(=N/Nc1ccccc1OC)N1CCCc2ccccc21,-2,8,-4,1,17,0,4,24
Cc1ccc(C2(c3ccc(C)cc3)NC(=O)N(CC(N)=O)C2=O)cc1,-10,12,-1,-4,6,-4,6,5
O=C(O)c1cc2cc(F)ccc2[nH]1,-1,-5,0,-10,5,-10,-3,4
Cc1cc(=O)n(CC(=O)NCCN2CCOCC2)c2c1c(C)nn2-c1ccccc1,0,0,1,-3,10,8,2,8
c1ccc2c(c1)COC(CN1CCCCC1)OC2,-3,2,-3,-2,1,8,-7,-5
CCOc1ccc(CNC(=O)CCc2cn(Cc3ccccc3)c3ccccc23)cc1,-6,2,-4,-2,21,10,21,6
CCN(CC)S(=O)(=O)c1cccc(C(=O)OCC(=O)C23CC4CC(CC(C4)C2)C3)c1,-6,-4,-1,-1,8,-19,10,26
COC(=O)CC(=O)Cc1nc(N)nc(Nc2ccc(C)c(C)c2)n1,0,-1,5,-1,-14,-6,-4,17
COc1ccc(N2CCN(CCCNC(=O)Cn3c(=O)c4cccn4c4cccnc43)CC2)cc1,21,8,-8,-12,2,10,-4,3
Cc1cc(OCC(=O)NNC(=O)c2ccncc2)cc(C)c1Cl,-6,-3,-3,7,9,7,-1,-1
COc1ccc(CN2CCNC(=O)C2CC(=O)NCc2cccc(C)n2)c(OC)c1 (stereo unspecified),2,-8,1,10,-21,-6,-3,8
CC(=O)Nc1ccc(S(=O)(=O)N(C)CC(=O)NNC(=O)Cc2nc3ccccc3n2C)cc1,-22,7,-4,-8,2,4,-2,0
CCc1ccc(NC(=S)NCc2cccnc2)cc1,-3,-2,-3,-5,2,-8,1,-2
Cc1cc(C(=O)NCc2cc(C)n(C)n2)sc1-c1ccccc1,10,-16,-3,8,14,0,4,3
Cc1cc(C)cc(N(CCC#N)C(=O)CSc2ncnc3sccc23)c1,10,21,-5,-11,15,4,17,30
CCOC(=O)C(C)N1C(=O)S/C(=C/c2ccc3c(c2)n(C)c(=O)n3C)C1=O (stereo unspecified),11,-18,3,-3,-18,-12,-1,2
Cc1ccc[n+](-c2[nH]c(=O)sc2/C=N/NC(=O)c2ccccc2[O-])c1,-16,1,-3,-6,-8,-9,3,2
CCCCN(C(=O)c1ccccc1OCc1ccc(F)cc1)c1c(N)n(CC(C)C)c(=O)[nH]c1=O,2,-8,0,1,6,-11,-9,22
CCCCn1c(N)c(N(CC(C)C)C(=O)c2cc(-c3ccncc3)nc3ccccc23)c(=O)[nH]c1=O,1,8,-3,2,-10,-4,3,-4
CCOC(=O)C1CCCN(C(=O)c2ccccc2Oc2ccccc2)C1 (stereo unspecified),27,0,1,0,8,-10,-3,9
CCC(C)SCC(=O)Nc1ccc(S(=O)(=O)N2CCOCC2)cc1OC (stereo unspecified),-5,7,-3,-8,7,-7,-3,15
Cc1c(-c2cccs2)[n+](=O)c2c(n1[O-])CCCC2,0,-1,-3,-12,2,-16,-7,-11
CCOC(=O)N1CCN(C(=O)c2ccc(N(Cc3ccc(Cl)cc3)S(C)(=O)=O)cc2)CC1,18,-13,-1,-8,-11,-2,-4,15
CCOC(=O)c1sc(Nc2ccccc2Cl)nc1C,-51,10,-3,20,-8,13,4,26
O=c1cc(N2CCN(c3ccccc3F)CC2)[nH]c(=O)n1-c1ccc(Br)cc1,7,5,0,-3,16,-6,6,4
O=C(Nc1ccccc1)N1CCN(c2nc3ccccc3s2)CC1,1,-8,0,-1,4,7,1,3
Cc1ccc(-c2csc(NC(=O)Cn3[nH]c(=O)c4ccccc4c3=O)n2)cc1,6,-6,-2,-4,9,-38,5,7
COc1ccc(C(CCN2CCCC2)c2c(O)cc(OC)cc2OC)cc1 (stereo unspecified),-10,-5,5,11,10,16,-4,2
Cc1ccc(-c2nc(N/N=C/c3cccnc3)c3ccccc3n2)cc1,-72,3,3,-28,2,-3,7,-4
O=C(O)CC1Oc2ccc(Cl)cc2NC1=O (stereo unspecified),-11,-3,-2,1,5,1,-3,16
CC(=O)NC1(c2ccccc2)CCN(c2nc(C)cc(C)n2)CC1,2,4,-1,-8,5,-2,11,10
O=c1nc(NCc2ccco2)sc2ncccc12,-6,8,5,5,-5,3,1,4

# Part of the list above, reduced to Gli-Sufu block:
Structure	Gli-Sufu block
COc1ccc(C(CCN2CCCC2)c2c(O)cc(OC)cc2OC)cc1 (stereo unspecified)	-10
Cc1ccc(-c2nc(N/N=C/c3cccnc3)c3ccccc3n2)cc1	-72

# Source: PubChem BioAssay
